Screening data: PubChem, Broad Institute
RAD54 branch = inhibitors of human RAD54 branch migration, primary screen, biochemical, fluorescence, single point. inhibition, % at 10.4 µM. RAD54 Holliday junction branch migration, FAM/BHQ fluorescence. 360,000 compounds, 0.14% hits. AID 602329, 2012;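 active = mean normalized replicate activity at least 40 and at least half of replicates scoring 40 or more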;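 also: 0% = median of neutral control wells and 100% = median of positive control wells; inhibitors cause a drop in the FAM fluorescence signal; in these data hits start at about 50%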
Target sequence (Q92698 whole entry, looked up): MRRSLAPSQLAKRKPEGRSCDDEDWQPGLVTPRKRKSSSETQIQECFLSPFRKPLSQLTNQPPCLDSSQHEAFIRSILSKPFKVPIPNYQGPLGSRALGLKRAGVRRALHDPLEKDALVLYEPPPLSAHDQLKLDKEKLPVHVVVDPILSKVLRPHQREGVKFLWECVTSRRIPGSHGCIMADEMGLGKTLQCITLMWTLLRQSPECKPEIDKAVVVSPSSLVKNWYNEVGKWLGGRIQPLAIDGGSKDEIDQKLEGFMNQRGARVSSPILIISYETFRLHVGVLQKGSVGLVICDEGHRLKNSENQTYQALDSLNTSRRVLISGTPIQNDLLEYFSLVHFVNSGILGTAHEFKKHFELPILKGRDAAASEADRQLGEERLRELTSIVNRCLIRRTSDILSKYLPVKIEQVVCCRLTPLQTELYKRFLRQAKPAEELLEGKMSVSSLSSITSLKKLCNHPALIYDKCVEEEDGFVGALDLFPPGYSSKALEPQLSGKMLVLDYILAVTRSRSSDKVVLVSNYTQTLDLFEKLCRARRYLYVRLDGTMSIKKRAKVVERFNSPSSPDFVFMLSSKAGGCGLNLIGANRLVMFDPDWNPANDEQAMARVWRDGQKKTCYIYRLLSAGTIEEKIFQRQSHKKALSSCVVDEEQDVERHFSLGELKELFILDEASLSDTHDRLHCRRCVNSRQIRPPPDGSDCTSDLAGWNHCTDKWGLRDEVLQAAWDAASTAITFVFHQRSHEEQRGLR
esBAF inh = Bmi1 luciferase reporter increase in mESCs, primary screen, esBAF inhibitor project, mouse ES cells, Bmi1 luciferase knock-in, single point; reporter increase, % at 12.5 µM; AID 602393, 2012; 350,000 compounds, 2% hits; 24 h; 100% = twice the neutral-well signal; in the data active = activation above about 40%;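 also: 0% = median of the plate's neutral control wells and 100% = double that signal; a rise in the Bmi1 reporter signal indicates esBAF inhibition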
Starred values were filed as active, the others as inactive.

Results for Clc1cccc(OCCN2CCOCC2)c1 ?
RAD54 branch: -3; esBAF inh: -2

How did Cc1sc2ncnc(N3CCN(S(=O)(=O)c4ccccc4)CC3)c2c1C do in these assays?
RAD54 branch: 9; esBAF inh: -29

What do the screens show for `CCOC(=O)c1ccc(-n2ncc(C(=O)OCC)c2N)cc1`?
RAD54 branch: 8; esBAF inh: 21

How did Cn1nnnc1SCc1ccccc1F do in these assays?
RAD54 branch: -2; esBAF inh: 0

What do the screens show for `COC(=O)c1cc(-c2cccs2)nc2ccccc12`?
RAD54 branch: 1; esBAF inh: 2

What do the screens show for `CCCNC(=O)CN(CCc1ccccc1)S(C)(=O)=O`?
RAD54 branch: 2; esBAF inh: -14

Results for CCCn1c(SCC(=O)Nc2cccc(C(=O)OCC)c2)nnc1-c1ccoc1C ?
RAD54 branch: -6; esBAF inh: 2

How did COc1ccccc1OCC(=O)Nc1cccc(N(C)S(C)(=O)=O)c1 do in these assays?
RAD54 branch: -5; esBAF inh: -7

Results for COc1ccc(OC)c(S(=O)(=O)N(C)CC(=O)N2CCN(c3ccccc3F)CC2)c1 ?
RAD54 branch: -6; esBAF inh: 1

What do the screens show for `COc1ccc(CCNC(=O)CCCCCN2C(=O)c3ccccc3C2=O)cc1`?
RAD54 branch: -4; esBAF inh: -4

What do the screens show for `CCOC(=O)c1c(CC(C)C)csc1NC=O`?
RAD54 branch: -7; esBAF inh: 4

Results for N#CCSCC(=O)Nc1ccccc1 ?
RAD54 branch: 0; esBAF inh: 13

How did COc1ccc2oc(=N)c(C(=O)Nc3ccccc3)cc2c1 do in these assays?
RAD54 branch: 0; esBAF inh: 28

How did O=C(Cn1nnc2c(sc3nc4c(c(-c5ccccc5)c32)CCC4)c1=O)c1ccccc1 do in these assays?
RAD54 branch: -5; esBAF inh: 14

How did CCc1cccc(C)c1NC(=O)Nc1c(Br)cnn1C do in these assays?
RAD54 branch: -1; esBAF inh: 3

What do the screens show for `Cn1c(COc2ccccc2)nnc1SCCC(=O)Nc1ccccc1`?
RAD54 branch: 9; esBAF inh: -5

What do the screens show for `CC(=O)C1=C(C)NC(C)=C(C(C)=O)C1c1ccc(-c2ccccc2Cl)o1`?
RAD54 branch: 0; esBAF inh: -5

What do the screens show for `COC(=O)c1sc(NC(=O)c2cc(-c3ccccc3)nc3ccccc23)c(C#N)c1C`?
RAD54 branch: -2; esBAF inh: -40

What do the screens show for `O=C(c1ccc(S(=O)(=O)Nc2ccccc2)cc1)N1CCOCC1`?
RAD54 branch: -2; esBAF inh: -5

How did c1ccc(NCCCNc2ccccc2)cc1 do in these assays?
RAD54 branch: -14; esBAF inh: 10

How did O=C(Cc1ccccc1)N1CCN(C(=O)c2cccs2)CC1 do in these assays?
RAD54 branch: 1; esBAF inh: -5

Results for OCCNc1nc(OCC(F)(F)F)nc(N2CCN(C34CC5CC(CC(C5)C3)C4)CC2)n1 ?
RAD54 branch: -18; esBAF inh: -2

How did O=C1N(c2ccccc2)C2CS(=O)(=O)CC2N1c1ccc(Cl)c(Cl)c1 (centres undefined) do in these assays?
RAD54 branch: -2; esBAF inh: -5

How did CN1CCN(C(=O)c2ccc(-c3cnn(C)c3)c3ccoc23)CC1 do in these assays?
RAD54 branch: -5; esBAF inh: -4

How did Cc1ccccc1OCC(=O)Nn1c(COc2ccccc2)nc2ccccc2c1=O do in these assays?
RAD54 branch: 1; esBAF inh: -2

Results for CCOC(=O)c1cnc2cc(Cl)c(OC)cc2c1NCC1CCCO1 (centres undefined) ?
RAD54 branch: 30; esBAF inh: 1

How did O=C(Oc1c(Br)cc(C(=S)N2CCOCC2)cc1Br)c1ccc(Cl)cc1 do in these assays?
RAD54 branch: 5; esBAF inh: 9

Results for CCC[n+]1c(C)sc2c3c(ccc21)CCCC3 ?
RAD54 branch: 2; esBAF inh: 8

How did COc1ccc(C2C(C#N)=C(N)N(c3sc4c(c3C#N)CCCC4)C3=C2C(=O)CC(C)(C)C3)cc1 (centres undefined) do in these assays?
RAD54 branch: -1; esBAF inh: -5

How did FC(F)(F)c1cc(C(F)(F)F)c2ccc(Oc3ccccc3)nc2n1 do in these assays?
RAD54 branch: 3; esBAF inh: -10

How did Cn1c(SCC(=O)N2CCCC2)nc2ccccc2c1=O do in these assays?
RAD54 branch: -5; esBAF inh: 5

How did CC(=O)Nc1ccc(S(=O)(=O)Nc2nc3c(s2)CCCC3)cc1 do in these assays?
RAD54 branch: -11; esBAF inh: 19

How did O=C(CS(=O)(=O)Cc1ccccc1)Nc1ccccn1 do in these assays?
RAD54 branch: -1; esBAF inh: -5

Results for Cc1cc(O)c2c(c1)C(=O)[C@@]13Oc4c5c(c(O)c6c(O)cc(C)cc46)C(=O)C[C@H](O)[C@H]5[C@@H]1[C@@H](O)CC(=O)C3=C2O ?
RAD54 branch: -3; esBAF inh: 8

What do the screens show for `O=C(O)c1ccc(CNCc2ccc(Cl)cc2Cl)cc1`?
RAD54 branch: -5; esBAF inh: -8

What do the screens show for `Cc1ccc(NC(=O)Cn2c(=O)n(CCCC(=O)NCc3ccco3)c(=O)c3ccccc32)cc1`?
RAD54 branch: 8; esBAF inh: 7

How did CC(C)(C)c1ccc(Oc2cccc(C3CC(=O)C(C4NCCc5ccccc54)C(=O)C3n3cncn3)c2)cc1 (centres undefined) do in these assays?
RAD54 branch: -7; esBAF inh: -7

How did COc1ccccc1C(=O)Nc1ccc2c(c1)OCCO2 do in these assays?
RAD54 branch: 3; esBAF inh: 59*

What do the screens show for `CCOC(=O)C(C(=O)OCC)C(C#N)c1ccccc1` (centres undefined)?
RAD54 branch: -16; esBAF inh: -10

Results for O=C(Nc1nnc(Cc2ccccc2)s1)c1cccs1 ?
RAD54 branch: 4; esBAF inh: 44*

What do the screens show for `CC(C)c1cccc(-c2ccc3c(c2)S(=O)(=O)c2cccc(C(=O)NCc4ccccc4Cl)c2C3=O)c1`?
RAD54 branch: 4; esBAF inh: -7

Results for Clc1ccc(Cl)c2sc(N3CCOCC3)nc12 ?
RAD54 branch: -1; esBAF inh: 11

How did CCOC(=O)C1=C(C)Nc2nc(SCC)nn2C1c1ccc(OC)cc1 (centres undefined) do in these assays?
RAD54 branch: -2; esBAF inh: 4

Results for O=c1c2c(nc3c(-c4ccccc4)c[nH]n13)CCCC2 ?
RAD54 branch: -7; esBAF inh: 2

How did COc1ccc(-c2noc(CCCOc3ccccc3)n2)cc1OC do in these assays?
RAD54 branch: 3; esBAF inh: -12

Results for CCOC(=O)CSc1ncnc2c1cnn2-c1ccc(C)cc1 ?
RAD54 branch: -2; esBAF inh: -4

What do the screens show for `CC1(C)C=Cc2c(c3ccccc3[nH]c2=O)O1`?
RAD54 branch: -21; esBAF inh: -3

What do the screens show for `COc1ccc(CN(CCCN2CCOCC2)S(=O)(=O)N(C)C)cc1OC`?
RAD54 branch: -3; esBAF inh: 2

Results for CC(C)(C)NC(=O)C1Cc2ccccc2CN1C(=O)Nc1cccc(Cl)c1 (centres undefined) ?
RAD54 branch: 5; esBAF inh: -4

Results for COc1ccc(-c2nn(CCC(=O)O)cc2CCC(=O)O)cc1 ?
RAD54 branch: -10; esBAF inh: -2

How did Cc1cccc(-c2cc3nc(C)cc(N4CC(C)CC(C)C4)n3n2)c1 (centres undefined) do in these assays?
RAD54 branch: 12; esBAF inh: -1

How did COc1ccccc1-c1cn(S(=O)(=O)c2ccc(F)cc2)nc1N do in these assays?
RAD54 branch: -4; esBAF inh: 13

Results for CCOCCCNS(=O)(=O)c1ccc2c(c1)CCN2C(=O)CC ?
RAD54 branch: -10; esBAF inh: 2

Results for COc1ccc(N2C(=O)CN=C2Nc2nc(C)cc(C)n2)cc1OC ?
RAD54 branch: 5; esBAF inh: 1

Results for Cn1nnnc1SCC(=O)N1CCN(C(c2ccccc2)c2ccccc2)CC1 ?
RAD54 branch: -9; esBAF inh: -1

Results for O=C(COC(=O)c1ccccc1NC(=O)c1ccco1)Nc1ncc(Cl)cc1Cl ?
RAD54 branch: -4; esBAF inh: -1

What do the screens show for `CC1(C)S/C(=N/N=C/c2cccs2)NC1=O`?
RAD54 branch: -2; esBAF inh: 29

What do the screens show for `COc1ccccc1OCCOc1ccc(/C=C2/C(=N)N3OC(C)=CC3=NC2=O)cc1OC`?
RAD54 branch: 9; esBAF inh: 0

How did CCOC1=C2CN(S(=O)(=O)c3ccc(C)cc3)[C@H](c3cccc4ccccc34)C[C@H]2C(C#N)(C#N)C(C#N)(C#N)C1 do in these assays?
RAD54 branch: -12; esBAF inh: -15

What do the screens show for `CCOC(=O)c1c(C)nc2sc3c(=O)n(-c4ccc(C(C)=O)cc4)nnc3c2c1-c1ccc(OC)cc1`?
RAD54 branch: 6; esBAF inh: 2

Among those listed so far, ten have a thiophene ring, fused or not:
How did Cc1sc2ncnc(N3CCN(S(=O)(=O)c4ccccc4)CC3)c2c1C do in these assays?
RAD54 branch: 9; esBAF inh: -29

What do the screens show for `COC(=O)c1cc(-c2cccs2)nc2ccccc12`?
RAD54 branch: 1; esBAF inh: 2

What do the screens show for `CCOC(=O)c1c(CC(C)C)csc1NC=O`?
RAD54 branch: -7; esBAF inh: 4

How did O=C(Cn1nnc2c(sc3nc4c(c(-c5ccccc5)c32)CCC4)c1=O)c1ccccc1 do in these assays?
RAD54 branch: -5; esBAF inh: 14

What do the screens show for `COC(=O)c1sc(NC(=O)c2cc(-c3ccccc3)nc3ccccc23)c(C#N)c1C`?
RAD54 branch: -2; esBAF inh: -40

How did O=C(Cc1ccccc1)N1CCN(C(=O)c2cccs2)CC1 do in these assays?
RAD54 branch: 1; esBAF inh: -5

How did COc1ccc(C2C(C#N)=C(N)N(c3sc4c(c3C#N)CCCC4)C3=C2C(=O)CC(C)(C)C3)cc1 (centres undefined) do in these assays?
RAD54 branch: -1; esBAF inh: -5

Results for O=C(Nc1nnc(Cc2ccccc2)s1)c1cccs1 ?
RAD54 branch: 4; esBAF inh: 44*

What do the screens show for `CC1(C)S/C(=N/N=C/c2cccs2)NC1=O`?
RAD54 branch: -2; esBAF inh: 29

What do the screens show for `CCOC(=O)c1c(C)nc2sc3c(=O)n(-c4ccc(C(C)=O)cc4)nnc3c2c1-c1ccc(OC)cc1`?
RAD54 branch: 6; esBAF inh: 2

(list continues)
How did CC(=O)N(C)c1ccc(NC(=O)c2cnn(C)c2)cc1 do in these assays?
RAD54 branch: -6; esBAF inh: 2

How did O=C(Nc1ccc(N2CCOCC2)cc1)C1CCCN(S(=O)(=O)c2ccccc2)C1 (centres undefined) do in these assays?
RAD54 branch: 1; esBAF inh: 9

What do the screens show for `COn1c(C)c(C(C)=O)c2c3nonc3ccc21`?
RAD54 branch: -3; esBAF inh: -24

Results for CC(=O)CSc1ncnc2c1oc1ccccc12 ?
RAD54 branch: 5; esBAF inh: 20

Results for CC(C)(C)NC(=O)C(c1ccc(-c2ccccc2)cc1)N(C[C@H]1CC[C@@H]([C@@H]2CC[C@H](CO)O2)O1)C(=O)c1ccccc1F (some centres undefined) ?
RAD54 branch: -17; esBAF inh: 3

Results for O=S(=O)(NCCOCCNS(=O)(=O)c1ccccc1)c1ccccc1 ?
RAD54 branch: 3; esBAF inh: 2

What do the screens show for `Cc1cc(C)cc(NC(=O)CN(C)S(=O)(=O)c2cnc[nH]2)c1`?
RAD54 branch: 3; esBAF inh: -7

Results for c1ccc2c(c1)ncn2-c1ccc(-c2ccnc(-c3ccncc3)n2)cc1 ?
RAD54 branch: 2; esBAF inh: -4

Results for Cc1nc2ccc(S(=O)(=O)c3ccc4nc(C)[nH]c4c3)cc2[nH]1 ?
RAD54 branch: -2; esBAF inh: -5

Results for O=C(CN1CCN(Cc2ccccc2)CC1)c1ccccc1 ?
RAD54 branch: 8; esBAF inh: 4

Results for Cc1cc(C)n2cc(CSc3nnc(N)s3)nc2n1 ?
RAD54 branch: -13; esBAF inh: 4

Results for CC1CCN(CC(=O)NCc2ccccc2)CC1 ?
RAD54 branch: -18; esBAF inh: -2

Results for COC(=O)c1ccccc1NC(=S)NC(NC(=O)COc1ccccc1)C(Cl)(Cl)Cl (centres undefined) ?
RAD54 branch: 0; esBAF inh: -3

Results for COCc1cc(CN2CCCC2)c(O)c2ncccc12 ?
RAD54 branch: 15; esBAF inh: 0

Results for CC(C)Nc1nnc(SCC(=O)Nc2ccc3c(c2)C(=O)c2ccccc2C3=O)s1 ?
RAD54 branch: 15; esBAF inh: 14

Results for S=C(NCCC(c1ccccc1)c1ccccc1)Nc1ccccc1Cl ?
RAD54 branch: 0; esBAF inh: -3

What do the screens show for `CCN(CC)CCCN(Cc1cc2cc3c(cc2[nH]c1=O)OCCO3)C(=O)Nc1ccc(F)cc1`?
RAD54 branch: 2; esBAF inh: 18

Results for CCn1nnnc1SCC(=O)c1ccc(C)cc1C ?
RAD54 branch: 0; esBAF inh: 5

Results for N=c1c(S(=O)(=O)c2ccc(Cl)cc2)cc2c(=O)n3ccccc3nc2n1CC1CCCO1 (centres undefined) ?
RAD54 branch: -10; esBAF inh: 0

How did CCN(CC)C(=O)c1sc(NC(=O)c2ccc(C)c([N+](=O)[O-])c2)c(C#N)c1C do in these assays?
RAD54 branch: -7; esBAF inh: -12

How did CN(/C(=N\S(=O)(=O)c1ccccc1)C(F)(F)F)c1ccccc1 do in these assays?
RAD54 branch: 0; esBAF inh: -6

What do the screens show for `Cc1ccc(-n2nc(C(=O)c3ccccc3)n3c(=O)cc(-c4ccccc4)nc23)cc1`?
RAD54 branch: -3; esBAF inh: 84*

How did Cc1ccc(Cn2c(SCC(=O)Nc3cc(C)on3)nc3ccccc3c2=O)cc1 do in these assays?
RAD54 branch: 1; esBAF inh: -6

Results for O=C1C=C(N(CCO)Cc2ccccc2)c2ccccc2C1=O ?
RAD54 branch: -2; esBAF inh: -12

Results for CC1CCCCN1C(=O)CSc1nnc(-c2c[nH]c3ccccc23)o1 (centres undefined) ?
RAD54 branch: -1; esBAF inh: 21

A portion of the library (hit frequency here may not be typical).
